ROC1-CUL1 inh: blocks human RBX1-Cullin-1 di-ubiquitin formation; 140,000 compounds, 0.6% hits; inhibition, % at 10 µM; in vitro K48 di-Ub FRET, acceptor:donor ratio, 45 min; in the data active = inhibition above about 25%
Target sequence (P62877 whole entry, looked up): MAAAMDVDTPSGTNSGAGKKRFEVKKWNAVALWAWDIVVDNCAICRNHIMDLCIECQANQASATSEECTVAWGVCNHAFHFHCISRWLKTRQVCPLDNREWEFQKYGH
Target sequence (Q13616 whole entry, looked up): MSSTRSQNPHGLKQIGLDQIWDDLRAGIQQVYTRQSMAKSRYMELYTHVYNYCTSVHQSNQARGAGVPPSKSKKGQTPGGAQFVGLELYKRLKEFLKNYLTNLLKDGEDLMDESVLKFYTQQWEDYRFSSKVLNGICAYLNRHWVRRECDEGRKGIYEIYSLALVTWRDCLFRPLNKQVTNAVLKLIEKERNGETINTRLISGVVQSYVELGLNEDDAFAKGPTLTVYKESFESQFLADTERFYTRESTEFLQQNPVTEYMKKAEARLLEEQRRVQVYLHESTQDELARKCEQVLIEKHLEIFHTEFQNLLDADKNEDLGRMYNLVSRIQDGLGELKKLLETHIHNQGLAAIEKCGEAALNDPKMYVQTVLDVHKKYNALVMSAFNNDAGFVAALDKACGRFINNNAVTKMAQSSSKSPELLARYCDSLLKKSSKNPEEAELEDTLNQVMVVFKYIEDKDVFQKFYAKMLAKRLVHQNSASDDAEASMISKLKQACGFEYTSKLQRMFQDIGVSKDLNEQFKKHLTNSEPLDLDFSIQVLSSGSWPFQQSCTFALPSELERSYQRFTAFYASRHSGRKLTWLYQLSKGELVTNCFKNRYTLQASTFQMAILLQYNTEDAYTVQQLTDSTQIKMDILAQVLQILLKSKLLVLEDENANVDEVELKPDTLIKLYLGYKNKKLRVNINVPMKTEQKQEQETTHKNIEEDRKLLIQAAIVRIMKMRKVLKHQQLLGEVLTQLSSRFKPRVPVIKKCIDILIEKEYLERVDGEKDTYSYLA
* marks the source's active call; other numbers are inactive results; & = joins results of further samples. The list is partial (hit frequency here may not be typical).

The opening 17 compounds, to show the layout:
SMILES	ROC1-CUL1 inh
O=C(COc1ccccc1)NCCCCCCNC(=O)COc1ccccc1	6
CC1CCN(c2ccc3ccccc3n2)CC1	-9
Cc1ccc2c(c1)cc1c(=O)n(CC(=O)N(C)c3ccccc3)nc(C)n12	-4
CCOC(=O)C1(C/C=C/c2ccccc2)CCCN(C(=O)C2CCOCC2)C1 (configuration not stated)	1
CC(=O)Sc1c(C(C)(C)C)nn2c3cc(C)c(C)cc3n(C)c12	5
CCOc1ccc(C(=O)N2CC(=O)Nc3ccc(C)cc3C2c2ccc(F)cc2)cc1OCC (configuration not stated)	-1
CCN(CC)CC(O)COc1ccc(CN(C)Cc2cc(C)[nH]n2)cc1OC (configuration not stated)	5
Cc1cc(C)c(S(=O)(=O)NC(C)C)cc1N(C)S(C)(=O)=O	10
O=C(Nc1cnn(Cc2c(Cl)cccc2Cl)c1)c1ccc2c(c1)OCO2	1
CCN(Cc1ccncc1)C1CCCN(S(=O)(=O)c2cccc3cccnc23)C1 (configuration not stated)	2
Cc1ccc(-c2cc(NC(=O)c3cccc(C)c3)on2)cc1	-9
Cc1nc(-c2ccncc2)ncc1C(C)NCc1ccc(Cl)c(F)c1 (configuration not stated)	-10
COc1ccc(NC(=O)C2CCOC2=O)cc1 (configuration not stated)	-2
CCc1nn(-c2cc(Oc3ccccc3)ncn2)c(N)c1C(N)=O	13
CCc1c(C)sc2c1CCN(C(=O)Nc1cc(C)cc(C)c1)C2c1ccccc1 (configuration not stated)	-3
Cc1cccc(NS(=O)(=O)c2ccc(OC(F)(F)F)cc2)n1	5
COC(=O)[C@@H]1C(c2ccccc2)(c2ccccc2)[C@@]1(C)C(=O)OC	-3

The whole of this part, repeating the preview:
SMILES	ROC1-CUL1 inh
O=C(COc1ccccc1)NCCCCCCNC(=O)COc1ccccc1	6
CC1CCN(c2ccc3ccccc3n2)CC1	-9
Cc1ccc2c(c1)cc1c(=O)n(CC(=O)N(C)c3ccccc3)nc(C)n12	-4
CCOC(=O)C1(C/C=C/c2ccccc2)CCCN(C(=O)C2CCOCC2)C1 (configuration not stated)	1
CC(=O)Sc1c(C(C)(C)C)nn2c3cc(C)c(C)cc3n(C)c12	5
CCOc1ccc(C(=O)N2CC(=O)Nc3ccc(C)cc3C2c2ccc(F)cc2)cc1OCC (configuration not stated)	-1
CCN(CC)CC(O)COc1ccc(CN(C)Cc2cc(C)[nH]n2)cc1OC (configuration not stated)	5
Cc1cc(C)c(S(=O)(=O)NC(C)C)cc1N(C)S(C)(=O)=O	10
O=C(Nc1cnn(Cc2c(Cl)cccc2Cl)c1)c1ccc2c(c1)OCO2	1
CCN(Cc1ccncc1)C1CCCN(S(=O)(=O)c2cccc3cccnc23)C1 (configuration not stated)	2
Cc1ccc(-c2cc(NC(=O)c3cccc(C)c3)on2)cc1	-9
Cc1nc(-c2ccncc2)ncc1C(C)NCc1ccc(Cl)c(F)c1 (configuration not stated)	-10
COc1ccc(NC(=O)C2CCOC2=O)cc1 (configuration not stated)	-2
CCc1nn(-c2cc(Oc3ccccc3)ncn2)c(N)c1C(N)=O	13
CCc1c(C)sc2c1CCN(C(=O)Nc1cc(C)cc(C)c1)C2c1ccccc1 (configuration not stated)	-3
Cc1cccc(NS(=O)(=O)c2ccc(OC(F)(F)F)cc2)n1	5
COC(=O)[C@@H]1C(c2ccccc2)(c2ccccc2)[C@@]1(C)C(=O)OC	-3
CCc1noc(C)c1C(=O)Nc1ccccc1Br	-1
COc1ccc(/C=C/c2ccc3ccccc3c2)cc1	4
Cc1cccc(C2c3[nH]c4ccccc4c3CCN2Cc2nc[nH]c2C)c1 (configuration not stated)	2
CCNC(=O)c1ccc(OCC)c(Br)c1	-5
CCS(=O)(=O)c1nc2ccccc2n1CCOc1ccc(Cl)cc1	2
COc1ccc2c(c1)-c1nc(NC(=O)c3ccc(OC)c(Br)c3)sc1CC2	-4
CCc1cccc(C)c1NC(=O)C1CCN(S(=O)(=O)Cc2ccccc2)CC1	-6
CCn1c(=O)c2cc(C(=O)NCCCN(C)Cc3ccccc3)sc2c2ccccc21	2
CC(C)C(=O)Nc1ccc(C(=O)NC(c2ccccc2)c2ccccc2)cc1	0
CCOC(=O)c1c(NC(=O)c2ccccc2)sc(CN2CCCCC2)c1-c1cccs1	4
Cc1ccc(Cn2c(SCC(=O)N/N=C/c3ccc(O)cc3)nc3ccccc32)cc1	0
COc1ccc(-c2nc3ccccc3s2)cc1NC(=O)c1ccccc1OC	5
CSc1cccc(NS(=O)(=O)c2ccc3c(c2)C(=O)C(C(=O)N2CCCC2)C=N3)c1 (configuration not stated)	-1
CCOC(=O)c1ccc(NC(=O)CCc2c(C)nc3nc[nH]n3c2=O)cc1	-7
CCn1c(O)c(N=NC(=O)c2ccccn2)c2ccccc21	4
COCCn1c(-c2ccccn2)nc2cc(NC(C)=O)cc(C(=O)NC3CCCc4ccccc43)c21 (configuration not stated)	5
CN1CCN(N=CC2C(=O)N(c3nc4ccccc4s3)N=C2c2ccccc2)CC1 (configuration not stated)	6
CCOC(=O)c1ccc(NC(=S)NN2CCN(C)CC2)cc1	4
Cc1ccc(S(=O)(=O)c2cc3c(=O)n4cccc(C)c4nc3n(CCO)c2=N)cc1	3
CC(Oc1ccc(Br)cc1Br)C(=O)Nc1ccccc1O (configuration not stated)	3
Cc1cc(Br)cc(C)c1NC(=O)c1sc2ncn(Cc3cccc(F)c3)c(=O)c2c1C	-6
CC(C)c1ccc(C2C(C(=O)c3cc4ccccc4o3)C(=O)C(=O)N2CCCn2ccnc2)cc1 (configuration not stated)	-2
Cc1nc(SCCOc2ccc(Cl)cc2)[nH]c(=O)c1Cc1ccccc1	-2
CC(C)(C)C(=O)COC(=O)c1ccc(NC(=O)c2ccco2)cc1	0
COc1cccc(CNC(=O)c2cccc(NC(=O)c3nsc4ccccc34)c2)c1	-2
COc1ccc(NC(=O)CN2C(=O)COc3ccc(S(=O)(=O)N4CCCCC4)cc32)cc1Cl	-2
CSc1nn(CC(=O)Nc2ccccc2F)c(N)c1S(=O)(=O)c1ccccc1	-7
Cn1cc(CCC(=O)N2CCc3[nH]nc(-c4ccc(Cl)cc4)c3C2)cn1	12
COCc1ccc(C(=O)N2CCCC(CCc3c(F)cccc3F)C2)o1 (configuration not stated)	-3
COc1ccc(S(=O)(=O)N2CCN(c3ccc(F)cc3)CC2)cc1Br	-2
CC1CCN(Cc2c(O)ccc3c(=O)c(-c4ccc(Cl)cc4)coc23)CC1	-4
O=C(CCc1ccccc1)Nc1ccc(N2CCC(NCC3CCCN(c4ncccn4)C3)CC2)cc1 (configuration not stated)	0
CN(Cc1ccon1)C(=O)c1coc(CN2CCN(C/C=C/c3ccccc3)CC2)n1	3
CCOC(=O)C1=C(C)N=c2s/c(=C/c3cc(C)n(-c4cccnc4)c3C)c(=O)n2C1c1cccs1 (configuration not stated)	-7
O=C(COc1cccc2cccnc12)c1ccc(F)cc1	-8
CN(C)c1ccc(C(CNC(=O)c2ccc(C(C)(C)C)cc2)N2CCCC2)cc1 (configuration not stated)	-8
CCc1ccc(OCc2ccc(C(=O)NC3CCCCC3)cc2)cc1	-7
Cc1ccc(S(=O)(=O)Cc2ccc(C(=O)OCC(=O)c3ccc(Br)cc3)cc2)cc1	-4
COc1ccc(C2CC(=O)C3C(=NC(C)=C(C(=O)Nc4ccccn4)C3c3cccc(OC)c3)C2)cc1 (configuration not stated)	2
Cc1ccc2c(CC(=O)Nc3c(C(=O)c4ccc(F)cc4)oc4ccccc34)coc2c1C	9
COC(=O)Nc1ccc(C)c([N+](=O)[O-])c1	-4
Cc1oc2ncnc(N3CCCCC3)c2c1C(=O)Nc1cccc(F)c1	3
Cc1ccc(C)c(CSc2c(C(C)C)cnc3c2c(=O)n(C)c(=O)n3C)c1	-8
Later entries.
SMILES	ROC1-CUL1 inh
CCOc1ccc(CCNC(=O)c2cc3c(=O)n(C)c4ccccc4c3n2C)cc1OCC	-2
Cc1ccc(C)c(N2CCN(C(=O)c3cccc(-n4c(C)nc5cccnc54)c3)CC2)c1	-3
O=C(Nc1ccccc1)N(Cc1cccs1)c1ccc(F)cc1	2
S=C1N=C(c2ccc(Cl)cc2)C(c2ccc(Cl)cc2)N1 (configuration not stated)	0
CCN(CC)c1ccc(NC(=O)c2sc3nc4c(cc3c2N)CN(C)CC4)cc1	-2&7
O=C(NCCc1ccc(F)cc1)C(=O)NCC(c1ccc2c(c1)OCO2)N1CCOCC1 (configuration not stated)	2
COc1cc(/C=C2\SC(=Nc3ccccc3C)N(c3ccccc3C)C2=O)ccc1O	-5
CC(C)NC(=O)CN1C(=O)C(=O)c2ccccc21	-3
CCN(CC)c1ncccc1CNC(=O)Cc1cccs1	6
Cc1nc2ccccc2nc1OCC(=O)c1ccc(Br)cc1	-6
COc1ccc(OC)c(CN2CC[C@@H](N3CCN(c4ccccn4)CC3)[C@H](O)C2)c1	-10
Cc1cc(=O)n(Cc2cccc(Cl)c2)c2c1c(C)nn2C	-2
CC(=O)CSc1ncnc2sc(C)c(C)c12	-6
CCN(Cc1ccc(OC)cc1)c1ccc(-c2nc(-c3ccncc3)no2)cc1[N+](=O)[O-]	9
Fc1ccccc1Oc1ncccc1CNCc1cc2ccccc2o1	6
O=C(O)c1ccc(NC(=O)c2ccccc2C(=O)O)cc1O	-3
CCOC(=O)c1cnc2cc(C(F)(F)F)ccc2c1N1CCN(c2ccc(F)cc2)CC1	7
COC(=O)c1c(C)oc2ccc(N(C(=O)c3ccncc3)S(=O)(=O)c3ccc(Br)cc3)cc12	-12
Cc1cc2nc(NC(=O)c3ccco3)sc2cc1C	2
COc1ccc(OC)c(CNC(=O)c2cc3c(-c4ccc(OC)c(OC)c4)nn(C)c3s2)c1	-12
CC(=O)c1cc(C(c2ccccc2)c2ccccc2)c(O)c(C(c2ccccc2)c2ccccc2)c1O	-4
COc1cc([C@@H]2C[C@H]3CN(C4CCCC4)C(=O)[C@]34CCCN24)cc(OC)c1OC	-2
COc1ccc(N2CCN(C(=O)N3CCC(C)CC3)CC2)cc1	-4
COc1ccc(-n2c(=O)c3c(c4cc(OC)ccc4n3C)n(Cc3cc(C)ccc3C)c2=O)cc1	7
Cc1nonc1C1CCCN1Cc1nc(-c2cccs2)oc1C (configuration not stated)	-6
CC(C)N1CC=C2C(C#N)C(=N)C(C#N)(C#N)C(c3cccc(Br)c3)C2C1 (configuration not stated)	15
COc1ccc(Nc2nc(-c3ccccc3)c(Oc3ccc([N+](=O)[O-])cc3)s2)cc1	1
CCOc1ccc(NC(=O)CCS(=O)(=O)c2cccc3nonc23)cc1	-8
Cc1ccc(NC(=O)Cn2c(=O)n(CCCS(=O)(=O)C3CCCCC3)c(=O)c3ccccc32)cc1F	1
Cc1ccc(NC(=O)CCC(=O)NNC(=O)c2ccccc2C(=O)O)c(C)c1	-7
Cc1nonc1C1CCCN1C(=O)c1coc(CN2CCc3ccccc3C2)n1 (configuration not stated)	5
CC(C)CC(=O)Nc1nc2c(s1)CC(C(C)(C)C)CC2 (configuration not stated)	-2
COc1ccc(NS(=O)(=O)c2c(F)cccc2F)cc1	-1
CC(C)C(C(=O)OCC(=O)c1ccccc1)N1C(=O)c2c(Cl)c(Cl)c(Cl)c(Cl)c2C1=O (configuration not stated)	-14
CCN(CC)CN1C(=O)S/C(=C/c2ccc(N(CC)CC)cc2)C1=O	10
Cc1nc(C)c(-c2cccc(-c3ccn(CCN4CCOCC4)n3)c2)s1	3
O=C(CSc1n[nH]c(-c2ccccc2)n1)c1ccc(O)c(O)c1	27*
Cc1cccc(NC(=O)C2CCC2)c1	-1
N=C1C(=O)Oc2ccccc2C1NCCN1CCOCC1 (configuration not stated)	-2
CSc1cccc(-n2nnc(-c3nsc(NC(=O)c4cccs4)n3)c2C)c1	-2
OC(Cn1ccc(-c2cccc(-c3ccccn3)c2)n1)C(F)(F)F (configuration not stated)	-4
CCc1nn2c(-c3ccc(C(F)(F)F)cc3)nnc2s1	-5
CCOc1ccc2nc(N3CCCN(Cc4nccn4-c4ccc(OC)cc4)CC3)nc(C)c2c1	8
CN=C1CC=C(Br)C=C(C(=O)/C=C/c2cc(OC)ccc2OC)C1=O	11
CS(=O)(=O)N1CCC(Oc2ccccc2C(=O)N2C[C@@H]3CCC[C@H]2C3)CC1	-3
CCOc1cccc(C(=O)N2CCN(c3cccc(C(F)(F)F)c3)CC2)c1	2
c1ccc(CN2CCCC3(CCCN(c4nncc(-c5ccccc5)n4)C3)C2)cc1 (configuration not stated)	8
O=C(Nc1ccc(F)cc1)C1CCCCC1	6
CCn1ncc(CNC(C)c2cnn(-c3ccccc3)c2C)c1C (configuration not stated)	11
CC(=O)c1cnc(NCCc2ccccc2)nc1C	8
COc1cc(CN2CCc3[nH]nc(-c4ccccc4)c3C2)cc(OC)c1	-2
O=C(c1ccc2c(c1)N(Cc1ccc(Cl)cc1)C(=O)c1ccccc1S2(=O)=O)N1CCN(c2ccccn2)CC1	-2
CCc1ccccc1NC(=O)c1sc(-n2nc(C)c(Cc3ccccc3)c2C)nc1C	-8
Cc1ccccc1Nc1c(-c2ccc(N3CCOCC3)cc2)nc2ccccn12	-3
COc1ccc(-n2nnnc2-c2c[nH]c3ccc(F)cc23)cc1	3
CCC1CN(Cc2cc(OC)ccc2O)Cc2cc(OC)ccc2O1 (configuration not stated)	2
O=C(CCc1ccncc1)NCc1cccnc1Oc1ccc(F)c(F)c1	5
COc1ccccc1CNc1nc2c(S(=O)(=O)c3ccc(C)c(C)c3)nnn2c2ccc(Cl)cc12	4
O=C(C1=NOC2C1CC1C3C=CC(C3)C12)c1ccccc1 (configuration not stated)	0
CCOC(=O)C1=C(c2ccccc2)N=c2s/c(=C\c3ccc(OC)c(O)c3)c(=O)n2C1c1cccc(OC)c1 (configuration not stated)	-9
Next section.
SMILES	ROC1-CUL1 inh
COc1cccc(NC(=O)N2CCC(CN3CCOCC3)CC2)c1	-3
CN1CCNC(=O)C1CC(=O)N1CCCN(Cc2ccccc2F)CC1 (configuration not stated)	1
FC(F)(F)c1ccc(-c2n[nH]c3c2CN(Cc2ccoc2)CC3)cc1	-9
c1ccc(Cn2c(N=Nc3c(Nc4ccccc4)ccc4ccccc34)nc3ccccc32)cc1	1
Cc1ccc(N2C(=O)CC(Nc3ccc(F)cc3)C2=O)c(Br)c1 (configuration not stated)	-12
CCN(Cc1nccn1C)C(=O)c1ccc(N(C)Cc2ncccc2C)nc1	4
O=C(c1cc(COc2ccc(F)cc2F)on1)N1CCCCC1c1nccs1 (configuration not stated)	-1
